# Compound activity as filed in PubChem.
# HT1080NT lethal: kills 2HG-producing HT-1080-NT fibrosarcoma cells. AID 686970. hit rate 1.6% among 360,000. HT-1080-NT fibrosarcoma viability, CellTiter-Glo ATP luminescence, 48 h. Potency, µM (series often up to 46.1 µM), inactives show at the top dose activity, negative = less viability, actives largely listed as cytotoxic;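 also: NT is the 2HG producing partner of a matched IDH1 knockdown line; potency is read from the fitted curve at half-maximal effect; 0% = DMSO-treated cells and -100% = media-only wells without cells; nearly all actives have a fitted effect of over 55% in size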
#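 750 cells/well, RPMI + 5% FBS; 2 h settle, compound pin-transfer, 48 h at 37 degrees C. CellTiter-Glo 10 min RT, luminescence. Normalized to DMSO and media-only wells.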
# WRN helicase inh: blocks human WRN helicase. Q14191. Potency, µM (series often up to 114 µM), for inactives: top-dose activity change, negative = inhibition, actives largely listed as inhibitors. hit rate 0.46% among 360,000. WRN helicase unwinding, fluorescent forked duplex, kinetic; also: potency is read from the fitted curve at half-maximal effect; % is scaled to controls: 0 for no effect and ±100 for the full control effect; nearly all actives have a fitted effect of over 55% in size
# Target sequence (Q14191 whole entry, looked up): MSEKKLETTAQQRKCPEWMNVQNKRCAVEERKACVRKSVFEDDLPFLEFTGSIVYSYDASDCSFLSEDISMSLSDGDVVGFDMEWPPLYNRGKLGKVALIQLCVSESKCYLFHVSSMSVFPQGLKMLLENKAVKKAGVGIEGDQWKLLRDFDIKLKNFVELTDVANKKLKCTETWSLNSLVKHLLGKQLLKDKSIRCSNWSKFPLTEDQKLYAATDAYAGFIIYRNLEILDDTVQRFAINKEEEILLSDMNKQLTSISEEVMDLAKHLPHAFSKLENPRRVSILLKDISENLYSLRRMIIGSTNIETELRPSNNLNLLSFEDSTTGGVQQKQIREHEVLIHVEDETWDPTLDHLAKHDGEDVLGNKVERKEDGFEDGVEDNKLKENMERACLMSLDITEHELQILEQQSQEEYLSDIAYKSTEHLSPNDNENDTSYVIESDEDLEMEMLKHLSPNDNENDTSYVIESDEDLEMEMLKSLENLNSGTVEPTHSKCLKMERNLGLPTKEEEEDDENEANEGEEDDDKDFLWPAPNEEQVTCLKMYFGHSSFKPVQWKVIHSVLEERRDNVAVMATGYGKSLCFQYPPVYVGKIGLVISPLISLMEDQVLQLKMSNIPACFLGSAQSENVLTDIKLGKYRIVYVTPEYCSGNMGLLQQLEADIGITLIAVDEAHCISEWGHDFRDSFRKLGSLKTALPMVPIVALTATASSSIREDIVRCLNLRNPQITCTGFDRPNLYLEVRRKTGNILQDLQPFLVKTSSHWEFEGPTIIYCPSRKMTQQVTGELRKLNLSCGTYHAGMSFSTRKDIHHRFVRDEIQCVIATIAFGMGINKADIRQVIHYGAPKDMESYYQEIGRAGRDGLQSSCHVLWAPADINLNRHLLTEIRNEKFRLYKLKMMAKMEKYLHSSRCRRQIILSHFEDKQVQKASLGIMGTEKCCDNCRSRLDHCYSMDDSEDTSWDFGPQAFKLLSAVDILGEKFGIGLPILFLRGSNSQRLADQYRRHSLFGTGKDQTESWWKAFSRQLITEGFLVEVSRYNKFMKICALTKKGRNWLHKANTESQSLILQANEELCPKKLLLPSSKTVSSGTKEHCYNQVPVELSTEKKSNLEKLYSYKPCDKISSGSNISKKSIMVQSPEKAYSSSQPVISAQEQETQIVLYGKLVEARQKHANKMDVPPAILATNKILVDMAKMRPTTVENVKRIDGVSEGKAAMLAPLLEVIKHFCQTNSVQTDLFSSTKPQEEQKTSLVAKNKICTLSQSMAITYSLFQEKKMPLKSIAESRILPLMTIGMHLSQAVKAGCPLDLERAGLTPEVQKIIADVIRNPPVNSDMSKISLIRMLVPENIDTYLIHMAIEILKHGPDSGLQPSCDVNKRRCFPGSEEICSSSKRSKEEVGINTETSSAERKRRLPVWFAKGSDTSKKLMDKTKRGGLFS
#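 Kinetic red-fluorescence monitoring (525/598 nm) tracks WRN helicase activity after 100 nM fluorophore-quencher forked duplex and 2 mM ATP are added to 20 nM enzyme pretreated 15 min at room temperature with compound.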
# KB-3-1 cytotox: KB-3-1 parental cell cytotoxicity | KB-3-1 viability, CellTiter-Glo ATP luminescence, 72 h | AID 1347075 | hit rate 1.4% among 400,000 | Potency, µM (top dose mostly 46.1 µM), inactives show at the highest dose activity change, negative = cytotoxic, actives largely listed as cytotoxic; also: potency is read from the fitted curve at half-maximal effect; % is scaled to controls: 0 for no effect and ±100 for the full control effect; nearly all actives have a fitted effect of over 60% in size
#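 Parental KB-3-1 adenocarcinoma cells in phenol-red-free DMEM with 10% FBS were pin-treated with compounds at several concentrations, incubated 72 h at 37 °C, and viability read by CellTiter-Glo luminescence; concentration-effect curves were fitted after normalization.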
# HT1080 IDH1KD tx: HT-1080 IDH1 knockdown cell toxicity (counter line) | AID 686971 | hit rate 2% among 360,000 | HT-1080 IDH1 knockdown viability, ATP luminescence, 48 h | Potency, µM (titrated, usually from 46.1 µM), for inactives: top-dose activity, negative = toxicity, hits mostly cytotoxic;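 also: potency is read from the fitted curve at half-maximal effect; 0% = DMSO wells and -100% = cell-free medium wells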
#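 HT-1080-IDH1KD cells (IDH1 knocked down), 750/well in RPMI with 5% FBS, treated with compound 48 h at 37 degrees C. Viability by CellTiter-Glo luminescence, normalised to DMSO and no-cell wells; concentration-response curves classed.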
# MCF10A rereplic: inducers of DNA re-replication in MCF 10A breast cells; AID 624296; hit rate 2.9% among 350,000; MCF 10A DNA re-replication, Hoechst nuclear intensity, 48 h; Potency, µM (top dose mostly 46.1 µM), for inactives: top-dose activity, positive = re-replication, hits mostly activators; also: potency is read from the fitted curve at half-maximal effect; % of control where 0% means no effect; nearly all actives have a fitted effect of over 50% in size
# IL-1B inflam inh: inflammasome signaling inhibition, IL-1 beta readout. THP-1 LPS/ATP IL-1B secretion, AlphaLISA, 16 h; stronger effect = lower value. activity change, % at 57.5 µM. hit rate 4.7% among 360,000; in the data active = activity change below about -50%; inconclusive = mostly about -30% to -49%; also: % is scaled to controls: 0 for no effect and ±100 for the full control effect
#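 THP-1 cells pretreated 1 hr with compounds (up to 57.5 uM final), then stimulated with LPS (250 ng/mL final) plus ATP (1.25 mM final); secreted IL-1B measured by AlphaLISA after 16 hr, decreased signal indicating inhibition.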
# SW480 rerep: inducers of DNA re-replication in SW480 colon cancer cells. SW480 DNA re-replication, Hoechst DNA content imaging, 48 h. Potency, µM (doses to about 46.1 µM), for the others: top-dose re-replication activation, actives largely listed as activators. hit rate 1.8% among 340,000; also: potency is read from the fitted curve at half-maximal effect; % of control where 0% means no effect; nearly all actives have a fitted effect of over 55% in size
#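 DNA re-replication was detected as more nuclei of elevated Hoechst intensity after 48 hr exposure to compound (23 nL pinned per well of 250 cells).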
# KB-V1 MDR tox: KB-V1 MDR subline cytotoxicity; KB-V1 MDR cells viability, CellTiter-Glo, 72 h; Potency, µM (doses to about 46.1 µM), for inactives: at the highest dose activity change, negative = cytotoxicity, usual class: cytotoxic; hit rate 3.4% among 400,000; AID 1347076; also: potency is read from the fitted curve at half-maximal effect; % is scaled to controls: 0 for no effect and ±100 for the full control effect; nearly all actives have a fitted effect of over 60% in size
#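 qHTS viability screen in drug-selected KB-V1 MDR cells: 72 h compound treatment at 37 degrees C, ATP luminescence end point.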
# ATXN2 expr inh: inhibitors of ATXN2 expression; hit rate 0.72% among 360,000; HEK-293 ATXN2-luciferase reporter, luminescence, 24 h; Potency, µM (titrated, usually from 57 µM), for inactives: top-dose activity change, negative = inhibition, hits mostly inhibitors; also: potency is read from the fitted curve at half-maximal effect; % is scaled to controls: 0 for no effect and ±100 for the full control effect; nearly all actives have a fitted effect of over 55% in size
#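 qHTS (up to 57 uM final) was run with 24 h compound exposure of reporter cells at 37 °C. Each well was multiplexed: SteadyGlo luminescence measured ATXN2-luciferase expression after a fluorogenic Gly-Phe-AFC viability readout (25 uM final).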
# Active calls of the source: *; i = inactive; ? = inconclusive; . = no result given; [ ] = another dose, or the depositor's remark. Unless noted, calls follow the shape of the dose curve; as a rule, active = well fitted curve in the direction sought with a large enough effect; inconclusive = small, poorly fitted or top-dose-only effect, or another doubt; inactive = no such curve, though single readings can be large; an effect the other way counts as inactive or inconclusive.
SMILES,HT1080NT lethal,WRN helicase inh,KB-3-1 cytotox,HT1080 IDH1KD tx,MCF10A rereplic,IL-1B inflam inh,SW480 rerep,KB-V1 MDR tox,ATXN2 expr inh
COC(=O)c1ccc(NC(=O)C(=O)N2CCN(C(=S)Nc3ccccc3OC)CC2)cc1,12%,6%,?,3%,12%,11,?,-3%,4%
COC(=O)C1=C(C)NC(=O)NC1c1ccsc1 (configuration not stated),12%,-3%,1%,12%,9%,6,2%,?,10%
Cc1ccc(-n2c(-c3ccccc3)nnc2-c2cccs2)cc1,0%,-2%,1%,3%,-9%,0,3%,-1%,0%
N/C(=N\c1nc2ccccc2o1)NC(=O)c1cccc(Cl)c1,23%,7%,3%,25%,-16%,.,4.1µM*,-11%,23%
Cc1ccccc1NC(=S)N1CCC(C(=O)c2ccc(F)cc2)CC1,1%,-9%,15%,7%,-3%,-1,-3%,-4%,-4%
COc1ccc(CCC(=O)NCCc2cn3c(C)csc3n2)cc1,15%,0%,7%,4%,-2%,14,-14%,-1%,-3%
Cc1occc1-c1nnc(SCC(=O)N2CCCCC2C)o1 (configuration not stated),7%,-5%,21%,6%,5%,8,1%,-2%,13%
Cc1cc(OCC(=O)N[C@@H](CSCc2ccccc2)C(=O)O)c2c(C)c(C)c(=O)oc2c1,0%,-9%,0%,-4%,19%,6,2%,-2%,-5%
CC1(C)C2CCC1(CS(=O)(=O)NCc1ccc(S(N)(=O)=O)cc1)C(=O)C2 (configuration not stated),8%,-3%,-5%,10%,-4%,30,-13%,-8%,-1%
Cc1ccccc1N1C(=O)CC(Sc2nnc(-c3ccccc3)o2)C1=O (configuration not stated),?,1%,4%,?,?,-5,16µM*,12%,-17%
CCOC(=O)N1CCN(C(=O)c2ccc(N(C)S(C)(=O)=O)cc2)CC1,0%,-28%[57.1 µM],6%,-2%,-17%,20,-4%,-9%,2%
COC(=O)[C@]1(Cc2ccccc2)N[C@H](CN(C)C(=O)c2ccccc2)[C@@H]2C(=O)N(Cc3ccccc3)C(=O)[C@@H]21,-1%,-1%,0%,1%,-4%,-12,-3%,-1%,-3%
CCn1c(COc2ccc3c(c2)OCO3)nnc1SCC(=O)c1ccccc1,-2%,-12%,0%,0%,?,-4,-8%,-8%,2%
O=C(CSc1nnc2n1CCCN2C(=S)Nc1ccc(Cl)cc1)c1ccccc1,-3%,-7%,-4%,5%,13%,-16,-4%,3%,-14%
CSCCC(NC(=O)c1cccc(C)c1)C(=O)OCC(=O)NC(=O)c1cccn1C (configuration not stated),-11%,15%,1%,0%,-7%,26,0%,3%,5%
CN1C(=O)C(C)(C)c2cc(S(=O)(=O)NCC3CCC(C(=O)NCc4ccc(F)cc4)CC3)ccc21 (configuration not stated),-14%,5%,-5%,-12%,5%,25,-7%,18%,-1%
COC(=O)c1ccccc1NC(=O)CCCn1nc([N+](=O)[O-])c(Br)c1C,-4%,-10%,0%,1%,10%,21,-18%,-26%,.
CCOc1ccc(NC(=O)CNC(=O)COc2ccccc2)cc1,10%,-16%,8%,13%,-5%,-5,.,-9%,8%
Cc1ccc(C(=O)CSc2nnc(-c3ccco3)n2Cc2ccccc2)cc1,?,?,21µM*,?,13%,?,2%,?,25%
COC(=O)C1CSC(C(=O)OC)N1C(=O)Nc1c(C)cccc1C (configuration not stated),5%[9.24 µM],-4%,1%,-16%,-1%,9,-1%,15%,12%
Cc1cc([N+](=O)[O-])nn1CC(=O)NCCCn1ccnc1,3%,-7%,4%,5%,2%,20,-6%,13%,18%
Cc1ccc(OC(F)F)c(NC(=O)Nc2ccc3c(c2)OCO3)c1,3%,-24%,?,7%,0%,i,-13%,?,8%
CCCCOC(=O)c1ccc(NC(=S)NC(=O)c2ccco2)cc1,-2%,-32%,.,-14%,80%,17,?,.,1%
Cc1csc(SCC(=O)NC2CCCCC2)n1,7%,-24%[57.1 µM],9%,14%,?,15,?,-9%,-8%
O=C(O)CC(C(=O)O)c1ccc(OCCCCOc2ccc(C(CC(=O)O)C(=O)O)cc2)cc1 (configuration not stated),9%,-14%[11.6 µM],9%,12%,-3%,31,?,0%,0%

# Part of the list above in order of SMILES length, high to low.
SMILES,HT1080NT lethal,WRN helicase inh,KB-3-1 cytotox,HT1080 IDH1KD tx,MCF10A rereplic,IL-1B inflam inh,SW480 rerep,KB-V1 MDR tox,ATXN2 expr inh
CC1(C)C2CCC1(CS(=O)(=O)NCc1ccc(S(N)(=O)=O)cc1)C(=O)C2 (configuration not stated),8%,-3%,-5%,10%,-4%,30,-13%,-8%,-1%
Cc1ccccc1NC(=S)N1CCC(C(=O)c2ccc(F)cc2)CC1,1%,-9%,15%,7%,-3%,-1,-3%,-4%,-4%
CCOc1ccc(NC(=O)CNC(=O)COc2ccccc2)cc1,10%,-16%,8%,13%,-5%,-5,.,-9%,8%
COC(=O)C1=C(C)NC(=O)NC1c1ccsc1 (configuration not stated),12%,-3%,1%,12%,9%,6,2%,?,10%

# The list continues.
SMILES,HT1080NT lethal,WRN helicase inh,KB-3-1 cytotox,HT1080 IDH1KD tx,MCF10A rereplic,IL-1B inflam inh,SW480 rerep,KB-V1 MDR tox,ATXN2 expr inh
O=C(Nc1ccc(Cl)cn1)c1ccc(-c2cc(Cl)ccc2Cl)o1,-6%,-6%,2%,12%,12%,1,-10%,?,-11%
COc1ccc(C(=O)Cn2c(NCCCO)nc3ccccc32)cc1,-9%,6%,0%,-1%,.,?,.,?,.
CCc1ccc(N2CC(C(=O)Nc3cc(C)ccc3F)CC2=O)cc1 (configuration not stated),-26%,-7%[57.1 µM],2%,8%[9.24 µM],?,3,-1%,0%,-15%
COc1ccccc1NS(=O)(=O)c1cccc(C(=O)NCC(c2cccs2)N(C)C)c1 (configuration not stated),-4%[9.24 µM],0%,-16%,-1%,9%,10,12%,?,-15%
CSc1nc(C)cc(SC(C(C)=O)C(=O)Nc2ccccc2)n1 (configuration not stated),-5%,-19%,-5%,0%,-1%,42,15%,?,2%
O=C(COC(=O)c1ccccc1-n1cnnn1)c1ccc(Br)cc1,2%,-8%,10%,2%,1%,20,-45%[inhibitor],?,43%[activator]
Cc1c(NC(=O)CN2C(=O)c3ccc([N+](=O)[O-])cc3C2=O)c(=O)n(-c2ccccc2)n1C,13%,2%,8%,3%,-2%,10,-3%,5%,8%
Cc1cc(C)n2nc(C(=O)N3CCCC(CNS(=O)(=O)c4cccs4)C3)cc2n1 (configuration not stated),9%,-8%,11%,4%,-3%,6,-3%,21%,-2%
COC(=O)c1cc(NC(=O)c2ccccc2F)cc(C(=O)OC)c1,11%,1%,16%,-2%,3%,11,-10%,1%,-5%
COc1ccc(S(=O)(=O)N2CCN(C)CC2)cc1NC(=O)c1ccccc1F,-17%,-6%[57.1 µM],6%,-15%,5%,-1,-6%,-18%,-14%
COc1ccc(NC(=O)c2[nH]c(C)c(C(C)=O)c2C)cc1Cl,-16%,5%,0%,-15%,?,-8,?,-12%,?
Cc1cc([N+](=O)[O-])ccc1NCc1cccc([N+](=O)[O-])c1,?,-16%,0%,?,2%,0,-6%,-4%,-16%
CN(C)S(=O)(=O)c1ccc(C(=O)NCCSc2ccc(Br)cc2)cc1,-3%,-23%,-8%,-4%,9%,-7,?,?,-5%
O=C(C1CCN(S(=O)(=O)Cc2ccccc2)CC1)N1CCCc2ccccc21,-4%,0%,-11%,-1%,?,0,-1%[9.22 µM],?,10%
CC(=O)Nc1ccc(S(=O)(=O)C(C#N)c2nc3ccccc3nc2NCCO)cc1 (configuration not stated),0%,3%,3%,-5%,-3%,25,-8%,16%,-2%
COc1cccc(CC(=O)Nn2c(C)nc3ccccc3c2=O)c1,5%,-10%,-2%,6%,1%,0,-2%,0%,4%

# Nothing new here: an excerpt of the list.
SMILES,HT1080NT lethal,WRN helicase inh,KB-3-1 cytotox,HT1080 IDH1KD tx,MCF10A rereplic,IL-1B inflam inh,SW480 rerep,KB-V1 MDR tox,ATXN2 expr inh
COc1ccc(NC(=O)c2[nH]c(C)c(C(C)=O)c2C)cc1Cl,-16%,5%,0%,-15%,?,-8,?,-12%,?
Cc1cc([N+](=O)[O-])ccc1NCc1cccc([N+](=O)[O-])c1,?,-16%,0%,?,2%,0,-6%,-4%,-16%
CN(C)S(=O)(=O)c1ccc(C(=O)NCCSc2ccc(Br)cc2)cc1,-3%,-23%,-8%,-4%,9%,-7,?,?,-5%
O=C(C1CCN(S(=O)(=O)Cc2ccccc2)CC1)N1CCCc2ccccc21,-4%,0%,-11%,-1%,?,0,-1%[9.22 µM],?,10%

# A few values from above.
# HT1080NT lethal with O=C(C1CCN(S(=O)(=O)Cc2ccccc2)CC1)N1CCCc2ccccc21 → -4%
# HT1080NT lethal with COc1ccccc1NS(=O)(=O)c1cccc(C(=O)NCC(c2cccs2)N(C)C)c1 (configuration not stated) → -4%[9.24 µM]
